APP transl inh = APP translation inhibition. SH-SY5Y APP 5'UTR-luciferase reporter, luminescence. 190,000 compounds, 0.82% hits. AID 1285. inhibition, % at 2 µM;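 active means inhibition above a set limit, derived from the sample mean plus 3 SD, cut at about 45% in these data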; further: values of inactives mirror those of a sister screen read the other way
ROMK primary = modulates human ROMK potassium channel activity. B-score at 10 µM. Tet-inducible ROMK, thallium flux fluorescence; actives lie on both sides. 130,000 compounds, 2% hits. P48048;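 active means signal ratio slope over the read window, or its plate-corrected B-score, at least 3 SD from the plate mean, either direction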;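 further: B-score of the F/F0 ratio slope over 7 to 12 s after thallium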
Target sequence (P48048 whole entry, looked up): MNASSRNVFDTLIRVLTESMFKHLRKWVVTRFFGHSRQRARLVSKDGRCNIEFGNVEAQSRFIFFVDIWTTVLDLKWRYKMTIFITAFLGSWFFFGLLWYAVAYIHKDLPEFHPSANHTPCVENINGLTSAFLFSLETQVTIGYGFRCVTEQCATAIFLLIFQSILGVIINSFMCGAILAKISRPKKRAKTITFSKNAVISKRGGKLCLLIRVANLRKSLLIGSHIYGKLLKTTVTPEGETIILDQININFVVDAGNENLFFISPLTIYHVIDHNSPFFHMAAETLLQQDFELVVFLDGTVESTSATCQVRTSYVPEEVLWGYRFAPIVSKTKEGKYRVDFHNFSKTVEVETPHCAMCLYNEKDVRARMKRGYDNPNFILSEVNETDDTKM
FLuc inhib CS = Photinus pyralis luciferase inhibition counter-screen. ATPLite firefly luciferase biochemical luminescence, 10 min. inhibition, % at 10 µM. 200,000 compounds, 1.5% hits;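 active means inhibition above about 50% when tested at 10 µM, limit read from the data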
Target sequence (P08659 whole entry, looked up): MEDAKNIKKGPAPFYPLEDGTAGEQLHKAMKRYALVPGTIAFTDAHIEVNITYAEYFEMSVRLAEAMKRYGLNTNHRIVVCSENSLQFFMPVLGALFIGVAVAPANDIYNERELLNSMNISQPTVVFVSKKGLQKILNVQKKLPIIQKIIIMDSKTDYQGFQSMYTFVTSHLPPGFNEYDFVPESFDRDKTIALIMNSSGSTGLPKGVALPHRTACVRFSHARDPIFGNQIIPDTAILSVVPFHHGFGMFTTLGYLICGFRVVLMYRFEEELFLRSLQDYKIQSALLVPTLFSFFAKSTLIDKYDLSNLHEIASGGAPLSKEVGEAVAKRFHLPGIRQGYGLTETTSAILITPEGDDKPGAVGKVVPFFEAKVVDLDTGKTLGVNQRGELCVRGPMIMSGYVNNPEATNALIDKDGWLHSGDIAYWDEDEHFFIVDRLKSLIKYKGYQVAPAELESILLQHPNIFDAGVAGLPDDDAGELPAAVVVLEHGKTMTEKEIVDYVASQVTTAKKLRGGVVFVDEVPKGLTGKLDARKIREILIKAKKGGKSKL
STAT3 act = activators of IL-6 induced STAT3 signaling; U3A cells, IL-6 STAT3-luciferase reporter, luminescence; 100% = signal with IL-6 EC80 alone; activation (% of control), % at 5.6 µM; 190,000 compounds, 0.91% hits;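 active means activation above the screen-wide mean of compound activation plus 3 SD, cut at about 130% in these data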;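 further: 0% = background luminescence of wells with medium and substrate only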
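Material: STAT3-luciferase reporter U3A cells. Controls: IL-6-treated wells, 100% activation. Read-out: % activation versus median of IL-6-stimulated wells. Probe or stimulus: IL-6 stimulus at 33 ng/mL final. Timing: compound 1 h, then IL-6 6 h at 37 °C. Signal: reporter luminescence signal.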
STAT3 inh = reduces IL-6 driven STAT3 reporter signal | U3A cells, IL-6 STAT3-luciferase reporter, luminescence; host cell line lacks STAT1 | inhibition, % at 5.5 µM | 190,000 compounds, 0.89% hits | AID 862;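 active means inhibition above the mean inhibition across all screened compounds plus 3 SD, cut at about 44% in these data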;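 further: 0% = DMSO only wells and 100% = 100 µM nifuroxazide control wells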
STAT1 blocker = STAT1 signaling inhibition | NIH 3T3 STAT1-luciferase reporter, IFN-gamma, luminescence | inhibition, % at 5.5 µM | 200,000 compounds, 0.35% hits | AID 920;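 active means inhibition above a set limit, the mean inhibition across all tested compounds plus 3 SD, cut at about 34% in these data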;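 further: 0% = IFN-gamma with DMSO and 100% = IFN-gamma with 300 µM nifuroxazide; values of inactives mirror those of a sister screen read the other way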
APP 5'UTR act = activates APP 5'UTR luciferase reporter | SH-SY5Y APP 5'UTR luciferase reporter, luminescence; zero percent = DMSO vehicle wells | activation, % at 2 µM | 190,000 compounds, 1% hits | AID 1276;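 active means activation above a set limit, based on mean plus 3 SD of controls, cut at about 140% in these data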; further: values of inactives mirror those of a sister screen read the other way
FLuc stim CS = firefly luciferase counter-screen for stimulation assays; activation factor at 10 µM; 200,000 tested, under 10 active; ATPlite luciferase biochemical, luminescence, 10 min; 0 = ATP-free wells, 1 = DMSO control; AID 1027;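 active means luciferase activation factor, scaled between plate controls, of at least 2 with compound at 10 µM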
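Assay system: Luciferase/luciferin detection reagent, cell-free biochemical luciferase assay / Read-out: luciferase activation / Benchmarks: No-ATP low control, compound-free enzyme-plus-ATP high control / Medium: PBS buffer for ATP / Detection: luminescence measurement of luciferase light output / Schedule: 10 min at ambient temperature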
NF-kB neuron act = raises NF-kB expression in human neuronal cells. AID 1239. 190,000 compounds, 1.6% hits. NF-kB reporter expression; hits give high values. fold change at 12.5 µM; in the data active means fold change above about 3.3
STAT1 activator = increases IFN-gamma driven STAT1 reporter signal; NIH 3T3 STAT1-luciferase reporter, luminescence; 100% = IFN-gamma alone, no compound; activation (% of control), % at 5.5 µM; 200,000 compounds, 2.6% hits;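 active means activation above the screen-wide mean activation plus 3 SD, cut at about 130% in these data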;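 further: raw ratio to IFN-gamma control signal so 100% means no change and 0% no light; values of inactives mirror those of a sister screen read the other way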
The depositor's hits bear a star; x = not tested or not shown. Rows were taken by chance; any-hit rate near 7.1%.

No.	compound	APP transl inh	ROMK primary	FLuc inhib CS	STAT3 act	STAT3 inh
1	O=C1C2C(C(=O)N1/N=C/c1ccc([N+](=O)[O-])o1)C1C=CC2C12CC2 (stereo unspecified)	12	0.075	-8	99	10
2	O=S(=O)(NCCOCC(F)(F)F)c1ccc2oc3ccccc3c2c1	-13	-1.7	0	100	3
3	Cc1n[nH]c(C)c1CCN(C)Cc1cn(C)nc1-c1ccc2c(c1)OCCO2	-8	-1	0	99	5
4	CCS(=O)(=O)N1N=C(c2ccc(NS(C)(=O)=O)cc2)CC1c1ccccc1 (stereo unspecified)	-5	0.61	-1	97	6
5	C=C(C)CSc1nc2ccccc2c(=O)n1-c1c(C)n(C)n(-c2ccccc2)c1=O	5	0.034	-6	100	8
6	CCOC(=O)c1c(NC(=O)c2ccc(Cl)cc2)csc1C	0	x	-8	93	11
7	CCCCC(CC)C(=O)Nc1ccccc1C(=O)NC(C)C (stereo unspecified)	-5	x	-3	92	12
8	COc1ccc(-n2c(C)nc3cc(C(=O)NCc4ccc5c(c4)OCO5)ccc32)cc1	-22	4.2*	-4	101	-1
9	CCCNc1ccc(S(=O)(=O)N(C(C)C)C(C)C)cn1	17	x	6	99	4
10	CCC(C)NC(=O)c1cc(OC)c(OC)c(OC)c1 (stereo unspecified)	-18	x	-8	95	13
11	Cc1ccc(C)c(Cn2cnc3c(cnn3C(C)(C)C)c2=O)c1	-5	-1.1	-1	97	6
12	CC(C)Oc1ccc(CNC(=O)Cn2c(=O)oc3ccccc32)cc1	3	x	0	100	5
13	OCCn1c(SCCOc2ccccc2F)nc2ccccc21	-6	-0.011	0	103	0
14	C/C(=N\NC(=O)c1c(Br)c(C)nn1C)c1cccc(NC(=O)c2ccccc2F)c1	12	0.081	5	85	18
15	O=C(CSc1nnc2ccccn12)c1ccc2c(c1)OCCO2	-123	0.15	20	112	-10

No.	STAT1 blocker	APP 5'UTR act	FLuc stim CS	NF-kB neuron act	STAT1 activator
1	20	-12	1.1	1	82
2	0	13	1	1.1	100
3	-3	8	1	1.1	101
4	3	5	1	1.3	97
5	3	-5	1.1	1	97
6	-6	0	1.1	1.1	105
7	-5	5	1	2.2	104
8	3	22	1	0.93	98
9	5	-17	0.9	1.4	96
10	0	18	1.1	1.4	99
11	-1	5	1	0.69	101
12	9	-3	1	0.96	92
13	2	6	1	0.93	102
14	-5	-12	1	1.2	104
15	-62	123	0.8	3.2	158*

Remaining list, next part:
No.	compound	APP transl inh	ROMK primary	FLuc inhib CS	STAT3 act	STAT3 inh
16	COC(=O)c1nc2ccccc2s1	9	0.89	-2	109	-8
17	COC(=O)C1=CN(C)C=C(C(=O)OC)C1c1ccccc1Cl	-1	-0.19	-5	99	5
18	O=C(COC(=O)CCC(=O)c1cccs1)Nc1ncc(Cl)cc1Cl	-7	x	0	99	4
19	COc1cc(CCC(=O)OCC(=O)NCC2CCCCC2)cc(OC)c1OC	2	1.3	-4	107	-4
20	C/C(=N\NC(=O)c1cccc(C)c1)c1ccc(N2CCOCC2)cc1	-7	x	-2	98	10
21	COc1cccc(C(=O)Nc2ccc(F)cc2F)c1	-32	0.38	11	90	17
22	CCn1ccnc1CN(C)Cc1cn[nH]c1-c1ccc(OC)c(F)c1	-2	0.021	-5	96	10
23	Cn1c(=O)oc2cc(S(=O)(=O)N3CCCC(C(=O)N4CCn5c4nc4ccccc45)C3)ccc21 (stereo unspecified)	-4	x	-5	95	6
24	O=C(Nc1ccc2c(c1)OCO2)c1nn(-c2ccccc2)c(=O)c2ccccc12	3	x	-4	82	26
25	O=C(CC12CC3CC(CC(C3)C1)C2)N/N=C/c1ccc([N+](=O)[O-])o1	2	x	-5	109	-12
26	CC(=O)C1=C(O)C(=O)N(CCc2c[nH]c3ccccc23)C1c1ccc(O)cc1 (stereo unspecified)	-17	0.57	-8	106	-3
27	COc1ccccc1/C=C/C(=O)OCC(=O)Nc1cc(C(F)(F)F)ccc1N1CCOCC1	61*	x	-6	101	-7
28	NC(CO)(CO)COCc1ccccc1	-14	0.63	-4	106	-5
29	C#CCNC(=O)C1=C[C@@H](c2ccc(Br)cc2)C[C@@H](OCc2ccc(CO)cc2)O1	-28	x	-4	x	x
30	COc1ccc(CN2C(=O)c3ccccc3C2C(=O)NC2CCCCCC2)c(OC)c1 (stereo unspecified)	-9	1	-5	97	5

No.	STAT1 blocker	APP 5'UTR act	FLuc stim CS	NF-kB neuron act	STAT1 activator
16	-3	-9	1	0.91	103
17	3	x	1.1	1.3	104
18	6	7	1	1.2	94
19	0	-2	1	1	97
20	6	7	1	1.4	95
21	-23	32	0.9	1.9	122
22	9	2	1.1	0.79	90
23	8	4	1.1	0.99	93
24	11	-3	1	0.45	90
25	3	-2	1	0.93	97
26	-14	17	1.1	1.1	112
27	7	-61	1.1	0.92	93
28	-4	14	1	1.2	103
29	-9	28	1	1.2	110
30	15	9	1.1	1.3	85

The list continues:
No.	compound	APP transl inh	ROMK primary	FLuc inhib CS	STAT3 act	STAT3 inh
31	CCN(CC)c1ccc(C=Nc2ccccc2)c(O)c1	4	2.2	42	104	-2
32	O=C(Nc1cccc(-c2nnc(-c3ccccc3)o2)c1)C1CCCO1 (stereo unspecified)	-34	-0.82	10	90	15
33	Cc1cc(=O)n(CCC(=O)O)c2ccccc12	-3	0.79	-2	103	2
34	CC(NC(=O)CCc1nnc(CCCc2ccccc2)o1)c1ccccc1 (stereo unspecified)	-30	0.016	-5	105	-3
35	Cc1cc(C)c2cc(CN(Cc3cccnc3)C(=O)c3ccc(F)cc3)c(Cl)nc2c1	-8	x	-4	106	4
36	O=C(CCC(=O)c1cccs1)NCc1cccnc1	-14	-0.41	-7	95	8
37	Cc1cc(C)cc(NC(=O)C(=S)NCc2ccccc2)c1	-5	-0.94	0	100	11
38	C=CCC1(CC=C)CCCN1C(=O)CC1C(=O)NCCN1Cc1cccc(OC)c1 (stereo unspecified)	-8	0.56	-5	108	-8
39	O=C(NC12CC3CC(CC(C3)C1)C2)C1CC(=O)N(c2ccc(Br)cc2)C1 (stereo unspecified)	20	x	-5	103	5
40	Cc1ccc(-n2ncc(C(=O)Nc3cc(Cl)ccc3C)c2C2CCNCC2)cc1C	-3	-3.2*	-2	82	29
41	Cc1nc2c(C)cccc2cc1C(=O)N/N=C/c1cccnc1	5	0.37	2	94	4
42	O=C(COc1ccc2ccccc2c1)N1CCN(C(=O)c2cccnc2)CC1	13	x	2	106	-6
43	COc1cc(C2C3C(=O)N(c4ccc(F)cc4)C(=O)C3ON2c2ccccc2)ccc1O (stereo unspecified)	-10	-1.5	1	101	4
44	COc1ccc2c(c1)CCC1C2=NN(/C(C)=C\C(C)=O)C1c1ccc(F)cc1 (stereo unspecified)	-43	-0.69	22	128	-21
45	Cc1ccc(NC(=O)/C(C#N)=C(\N)C(Cl)(Cl)Cl)nc1	-34	-5.5*	83*	82	23

No.	STAT1 blocker	APP 5'UTR act	FLuc stim CS	NF-kB neuron act	STAT1 activator
31	-6	-4	0.6	1.2	102
32	-22	34	0.9	0.88	120
33	0	3	1	1.1	100
34	-33	30	1	2.1	128
35	-6	8	1	0.6	105
36	3	14	1.1	1.1	95
37	-1	5	1	1	100
38	-5	8	1.1	1.1	103
39	-8	-20	1.1	1.1	108
40	-5	3	1	0.77	105
41	2	-5	1	0.67	99
42	3	-13	1	0.98	97
43	-3	10	1	0.99	103
44	-35	43	0.8	1.8	130*
45	-22	34	0.2	6.4*	118

Later entries:
No.	compound	APP transl inh	ROMK primary	FLuc inhib CS	STAT3 act	STAT3 inh
46	Cc1ccc(Nc2cc(C)nc3c(C)ccc([N+](=O)[O-])c23)cc1	13	-1.5	-7	98	2
47	O=C(Nc1nnc(SCc2cccc(F)c2)s1)c1ccco1	-35	0.046	2	99	12
48	Cc1ccc(-c2n[nH]c(=S)n2/N=C/c2c(C)nn(-c3ccccc3)c2C)cc1	4	0.68	-7	102	-4
49	CC1(C)CC(=O)/C(=C(/O)CCCN2C(=O)c3ccccc3C2=O)C(=NC(C)(C)C)C1	-8	-0.15	-1	96	8
50	Cc1ccc(C(=O)NCc2ccco2)cc1[N+](=O)[O-]	-12	x	-8	94	11
51	COc1ccc(C2/C(=C(/O)c3ccccc3)C(=O)C(=O)N2C)cc1 (stereo unspecified)	-13	x	-7	102	1
52	N#C/C(=C\c1ccc(-c2ccccc2[N+](=O)[O-])o1)C(=O)N1CCOCC1	1	-0.77	-6	78	34

No.	STAT1 blocker	APP 5'UTR act	FLuc stim CS	NF-kB neuron act	STAT1 activator
46	5	-13	1.1	1.2	95
47	-6	35	1	1.3	105
48	4	-4	1.1	1.2	96
49	0	8	1	1.1	99
50	2	12	1.1	1.3	98
51	1	13	1.1	1.1	99
52	2	-1	1.1	1.1	98

From no. 42 to 51, copied from above:
No.	compound	APP transl inh	ROMK primary	FLuc inhib CS	STAT3 act	STAT3 inh
42	O=C(COc1ccc2ccccc2c1)N1CCN(C(=O)c2cccnc2)CC1	13	x	2	106	-6
43	COc1cc(C2C3C(=O)N(c4ccc(F)cc4)C(=O)C3ON2c2ccccc2)ccc1O (stereo unspecified)	-10	-1.5	1	101	4
44	COc1ccc2c(c1)CCC1C2=NN(/C(C)=C\C(C)=O)C1c1ccc(F)cc1 (stereo unspecified)	-43	-0.69	22	128	-21
45	Cc1ccc(NC(=O)/C(C#N)=C(\N)C(Cl)(Cl)Cl)nc1	-34	-5.5*	83*	82	23
46	Cc1ccc(Nc2cc(C)nc3c(C)ccc([N+](=O)[O-])c23)cc1	13	-1.5	-7	98	2
47	O=C(Nc1nnc(SCc2cccc(F)c2)s1)c1ccco1	-35	0.046	2	99	12
48	Cc1ccc(-c2n[nH]c(=S)n2/N=C/c2c(C)nn(-c3ccccc3)c2C)cc1	4	0.68	-7	102	-4
49	CC1(C)CC(=O)/C(=C(/O)CCCN2C(=O)c3ccccc3C2=O)C(=NC(C)(C)C)C1	-8	-0.15	-1	96	8
50	Cc1ccc(C(=O)NCc2ccco2)cc1[N+](=O)[O-]	-12	x	-8	94	11
51	COc1ccc(C2/C(=C(/O)c3ccccc3)C(=O)C(=O)N2C)cc1 (stereo unspecified)	-13	x	-7	102	1

No.	STAT1 blocker	APP 5'UTR act	FLuc stim CS	NF-kB neuron act	STAT1 activator
42	3	-13	1	0.98	97
43	-3	10	1	0.99	103
44	-35	43	0.8	1.8	130*
45	-22	34	0.2	6.4*	118
46	5	-13	1.1	1.2	95
47	-6	35	1	1.3	105
48	4	-4	1.1	1.2	96
49	0	8	1	1.1	99
50	2	12	1.1	1.3	98
51	1	13	1.1	1.1	99
